# Bioassay records (PubChem BioAssay)
# RAD54 branch: RAD54 (human) branch migration inhibition; RAD54 Holliday junction branch migration, FAM/BHQ fluorescence; inhibition, % at 10.4 µM; AID 602329; Q92698; actives 0.14% (n = 360,000);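 active = mean normalized replicate activity at least 40 and at least half of replicates scoring 40 or more; inconclusive = only one of the two criteria met; inactive = mean below 40 and under half of replicates reaching 40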;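 note: 0% = median of neutral control wells and 100% = median of positive control wells; inhibitors cause a drop in the FAM fluorescence signal; in these data hits start at about 50%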
# XiGFP reactiv: activators of X-chromosome reactivation in mouse fibroblasts | XiGFP mouse fibroblasts, % GFP-positive cells imaging, 3 d; cells co-treated with 5-aza-dC sensitizer; scaled so ellipticine positive control = 100% | activation, % at 7.58 µM | actives 0.055% (n = 360,000);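 active = mean normalized replicate activation at least 10% and every replicate at or above 10%; inconclusive = only one of the two criteria met; inactive = mean below 10% and not all replicates reach 10%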;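 note: 0% = median of on-plate neutral control wells and 100% = ellipticine 6 µM median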
#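 Material: XiGFP fibroblasts, SV40-immortalized; Buffer or medium: DMEM containing 5-aza-dC; Compound dosing: single point; Times: 3 days compound exposure.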
# GSIS activator: GLuc luminescence reporter in INS-1E cells, primary screen for activators of glucose-dependent secretion of insulin | INS-1E GLuc reporter insulin secretion, 2-3 h | activation, % at 16.6 µM | actives 0.61% (n = 370,000) | AID 743287;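 active = lowest replicate activation of at least 40%, so every replicate reaches that level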;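 note: 0% = median of neutral control wells and 100% = median of IBMX positive control wells; some compounds called inactive have numbers as strong as hits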
# F508del corr: CFTR F508del correction in bronchial cells | activity (quench increase), % at 7.58 µM | CFBE cells, YFP halide quenching; stimulated with forskolin plus potentiator P3; % fluorescence drop versus neutral controls | actives 0.36% (n = 350,000) | AID 720511;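 active = mean added fluorescence quench of at least 8% versus neutral control, with both replicates also reaching 8%; inconclusive = only one of the mean or replicate conditions met; inactive = mean below 8% and not both replicates reaching 8%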;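 note: cells transiently co-express mutant CFTR-F508del with the halide-sensitive YFP; corrector assay measuring rescue of mutant channel to the surface after 24 h compound exposure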
# E-sel inducer: E-selectin induction on HUVECs; actives 0.37% (n = 260,000); activation, % at 7.58 µM; P16581; HUVEC E-selectin immunofluorescence imaging; normalized: neutral wells 0, TNF-alpha wells 100;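 active = mean E-selectin-positive cell signal at least 10% of the positive control, reached in at least 60% of replicates, without over 20% cell loss; inconclusive = no rule given, readout overlaps actives, possibly toxicity-flagged; inactive = the rest, including those meeting only one limit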;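 note: in these data hits start at about 27%; measured in HUVEC primary endothelial cells; signal is the percent of cells scored E-selectin positive by PE staining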
# Target sequence (P16581 whole entry, looked up): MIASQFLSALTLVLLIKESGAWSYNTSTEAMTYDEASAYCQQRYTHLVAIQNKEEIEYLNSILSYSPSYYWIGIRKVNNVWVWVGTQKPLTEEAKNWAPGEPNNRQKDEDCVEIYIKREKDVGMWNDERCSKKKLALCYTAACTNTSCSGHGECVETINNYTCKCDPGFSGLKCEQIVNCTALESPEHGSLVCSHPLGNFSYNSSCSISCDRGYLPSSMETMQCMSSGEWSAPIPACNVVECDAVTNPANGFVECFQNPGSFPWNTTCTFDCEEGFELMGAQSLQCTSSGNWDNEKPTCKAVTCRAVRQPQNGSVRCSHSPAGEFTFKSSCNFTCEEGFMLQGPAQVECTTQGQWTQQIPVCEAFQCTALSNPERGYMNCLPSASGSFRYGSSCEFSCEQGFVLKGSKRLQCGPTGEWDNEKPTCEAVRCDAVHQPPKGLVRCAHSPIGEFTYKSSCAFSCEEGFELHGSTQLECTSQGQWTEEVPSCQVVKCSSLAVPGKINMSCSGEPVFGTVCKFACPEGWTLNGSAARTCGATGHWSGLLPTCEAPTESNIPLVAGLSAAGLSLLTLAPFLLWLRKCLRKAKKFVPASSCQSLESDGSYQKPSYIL
#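 Test system: HUVEC | Signal: Immunofluorescence imaging | Read-out: Percent E-selectin-positive cells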
# DENV2 CPE: protects cells from dengue virus 2 cytopathic effect; DENV2-infected cells, cytopathic effect rescue, plate reader; CPE inhibition, % at 9.99 µM; actives 1.7% (n = 350,000); AID 651640; in the data active = CPE inhibition above about 20%, passing the limit was not always enough; inconclusive = no clear call, values can overlap the other calls; tested in BHK-21 cells;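 note: 0% = median of neutral control wells and 100% = median of positive control wells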
# Casp6 inh: blocks human caspase-6 cleavage activity; P55212; purified caspase-6, Z-VEID-R110 cleavage fluorescence; inhibition, % at 12.5 µM; actives 0.53% (n = 350,000); AID 686996;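 active = mean inhibition across replicates at least about 35%, with every replicate also reaching that limit, limit read from the data; inconclusive = only one of the two criteria met; inactive = neither criterion met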;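 note: 0% = median of neutral control wells and 100% = no fluorescence left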
# Target sequence (P55212 24-179 limits assumed): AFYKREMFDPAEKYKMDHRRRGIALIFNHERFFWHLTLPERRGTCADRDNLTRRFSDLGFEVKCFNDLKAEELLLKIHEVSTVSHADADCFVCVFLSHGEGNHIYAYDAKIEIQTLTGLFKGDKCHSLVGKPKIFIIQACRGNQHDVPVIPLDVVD
# Target sequence (P55212 194-293 limits assumed): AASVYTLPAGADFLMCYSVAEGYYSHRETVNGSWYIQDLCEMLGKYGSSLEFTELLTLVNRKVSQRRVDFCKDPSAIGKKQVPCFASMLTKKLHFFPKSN
# RAD52 anneal inh: RAD52 (human) annealing inhibition; inhibition, % at 18.7 µM; actives 0.46% (n = 360,000); recombinant RAD52 DNA annealing, FRET fluorescence; P43351;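 active = every replicate showing at least 50% inhibition; inconclusive = mean inhibition at least 50% but not in every replicate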
# * = called active by the depositor; ? = inconclusive; / = no result given.
1	O=c1c2ccccc2oc2ccc(C#CC3(O)CCCCC3)cc12
2	COc1cc(/C=C2\SC(=O)N(CCN)C2=O)ccc1OS(=O)(=O)c1cc(C)ccc1C
3	O=C(c1cc(-c2ccccn2)nc2ccc(Cl)cc12)N1CCN(CCc2ccccc2)CC1
4	O=c1[nH]c2cccnc2n(CCNc2ncc(C(F)(F)F)cc2Cl)c1=O
5	C=CCNC(=O)/C(C#N)=C/c1ccccc1OCc1ccc(C(=O)OC)cc1
6	COc1ccc(NS(=O)(=O)c2cccc(C(=O)N(C)CC(=O)Nc3ccc(C)cc3)c2)cc1
7	CSc1nc(N2CCN(C)CC2)c2c(c1C#N)CC(C)(C)OC2
8	CCCC#Cc1ccc2c(c1)O[C@@H](CN(C)S(=O)(=O)c1cccc(F)c1)[C@H](C)CN([C@@H](C)CO)S2(=O)=O

compound no.,1,2,3,4,5,6,7,8
RAD52 anneal inh,-19,84*,1,-21,0,-16,-13,-3
DENV2 CPE,1,-4,-2,4,-8,8,-4,30*
XiGFP reactiv,0.0,0.2,0.2,0.0,0.0,0.5,0.3,0.3
GSIS activator,-1,-6,-24,14,6,-19,-1,-9
Casp6 inh,0,15,12,-1,1,-1,1,1
F508del corr,2.2,-0.5,1.3,1.0,3.6,-0.2,-0.7,4.3
E-sel inducer,1.5,-1.6,/,/,-0.1,/,-0.1,-0.2
RAD54 branch,-9,/,/,/,/,-2,/,-3

# Single records (already shown). Values in the order: RAD52 anneal inh, DENV2 CPE, XiGFP reactiv, GSIS activator, Casp6 inh, F508del corr, E-sel inducer, RAD54 branch
# CCCC#Cc1ccc2c(c1)O[C@@H](CN(C)S(=O)(=O)c1cccc(F)c1)[C@H](C)CN([C@@H](C)CO)S2(=O)=O as listed: -3, 30*, 0.3, -9, 1, 4.3, -0.2, -3
# O=c1c2ccccc2oc2ccc(C#CC3(O)CCCCC3)cc12 as listed: -19, 1, 0.0, -1, 0, 2.2, 1.5, -9
# O=C(c1cc(-c2ccccn2)nc2ccc(Cl)cc12)N1CCN(CCc2ccccc2)CC1 as listed: 1, -2, 0.2, -24, 12, 1.3, /, /
# C=CCNC(=O)/C(C#N)=C/c1ccccc1OCc1ccc(C(=O)OC)cc1 as listed: 0, -8, 0.0, 6, 1, 3.6, -0.1, /

# (listing goes on)
9	Cc1cccc(C)c1NC(=O)C1C(c2ccc3c(c2)OCO3)=Nc2ccccc2N1C(=O)c1cccc(C(F)(F)F)c1 (stereo not given)
10	COc1cc2nc(CN(C)Cc3ccc(SC)cc3)[nH]c(=O)c2cc1OC
11	CCOC(=O)Cn1nc(C)c(NC(=O)c2cccc([N+](=O)[O-])c2)c1C
12	COc1cccc(OCCCN2CCC(C(O)(c3ccccc3)c3ccccc3)CC2)c1
13	CCCn1c(=O)[nH]c(=O)c2c(C(F)(F)F)cc(-c3ccc(C)cc3)nc21
14	O=[N+]([O-])c1cccc(/C=N/Nc2nc(N3CCCCC3)nc(N3CCCCC3)n2)c1
15	O=C(NCCC(F)(F)F)C1Cc2c(-c3ccccc3Oc3ccccc3)ccnc2O1 (stereo not given)
16	CC(C)(C)n1cnc2cc(NC(=O)c3cccs3)ccc21

compound no.,9,10,11,12,13,14,15,16
RAD52 anneal inh,-40,-11,2,4,-10,-11,-9,-23
DENV2 CPE,5,?,-2,-5,-8,-5,-5,-3
XiGFP reactiv,-0.1,-0.2,0.9,0.0,-0.3,0.3,-0.2,-0.2
GSIS activator,1,18,4,9,11,13,-29,6
Casp6 inh,-6,-1,-6,2,0,-4,1,2
F508del corr,0.3,-0.5,-0.1,3.9,2.0,-2.8,0.5,-0.8
E-sel inducer,-0.2,-0.2,0.0,0.1,0.6,1.7,6.6,/
RAD54 branch,/,3,/,/,/,-6,3,-6

17	C[C@@H]1CN([C@H](C)CO)C(=O)CCCn2cc(nn2)CO[C@@H]1CN(C)C(=O)NC1CCCC1
18	CCOc1cc(S(=O)(=O)NCCCN2CCOCC2)c(C)cc1C
19	COc1ccc(CCn2c(NN=C3CCCC3)nc3c2c(=O)[nH]c(=O)n3C)cc1
20	CC(C)N(C)S(=O)(=O)c1ccc(NC(=O)C2=COCCO2)cc1
21	O=C(c1ccc2c(c1)OCO2)N(c1ccc(Br)cc1)C1C=CS(=O)(=O)C1 (stereo not given)
22	CCOC(=O)C(C)Sc1nnc(-c2c[nH]c3ccccc23)n1C (stereo not given)
23	NNC(=O)c1sc2cc(C(F)(F)F)cnc2c1-c1cccs1
24	CC(=O)N1[C@@H]2c3cccc(=O)n3C[C@@H]2[C@@H](CO)[C@@H]1C(=O)N1CCc2ccccc2C1

compound no.,17,18,19,20,21,22,23,24
RAD52 anneal inh,/,-5,-5,-8,-33,-3,-9,-11
DENV2 CPE,/,?,4,-1,10,-2,-4,0
XiGFP reactiv,0.2,-0.2,2.0,0.0,0.5,0.0,0.1,0.1
GSIS activator,6,6,/,-8,27,/,15,9
Casp6 inh,/,-3,2,0,-3,0,-1,0
F508del corr,0.5,-0.6,-1.0,-3.8,-0.7,1.4,3.1,-0.3
E-sel inducer,0.0,0.4,0.1,8.0,-1.3,0.3,/,-1.6
RAD54 branch,/,1,-7,2,-10,11,6,/

25	C[C@H](CO)N1C[C@H](C)[C@H](CN(C)CC2CC2)Oc2cc(C3=CCCC3)ccc2S1(=O)=O
26	CCCN1C[C@H](C)[C@@H](OC)CN(C)C(=O)c2cc(NC(=O)C3CCC3)ccc2OC[C@H]1C
27	NS(=O)(=O)c1ccc(-n2ncc3c(=O)[nH]c(SCC(=O)Nc4nccs4)nc32)cc1
28	CC(=O)c1ccccc1NC(=O)CSc1n[nH]c(=O)n1C1CC1
29	COc1ccccc1CNC(=O)C[C@H]1C[C@@H]2c3cc(NC(=O)Nc4ccc(C(F)(F)F)cc4)ccc3O[C@@H]2[C@H](CO)O1
30	CCNC(=S)N1CCN(S(=O)(=O)c2ccc(C)c(C)c2)CC1
31	O=c1c2cc(Br)ccc2nc(-c2ccccc2)n1O
32	COc1cc(C)c(NC(=O)C2CCN(S(=O)(=O)c3cccs3)CC2)cc1OC

compound no.,25,26,27,28,29,30,31,32
RAD52 anneal inh,27,/,-16,-10,2,-2,-5,-15
DENV2 CPE,-3,/,3,1,?,-4,?,-1
XiGFP reactiv,-0.6,-0.1,0.1,-0.1,0.1,0.2,0.1,-0.4
GSIS activator,-9,4,-8,16,-3,-19,-23,-8
Casp6 inh,-9,/,-2,2,1,1,0,-2
F508del corr,-0.2,3.0,8.1*,1.1,-0.4,-1.5,-2.4,-4.5
E-sel inducer,1.6,-0.2,2.3,/,1.2,0.0,/,/
RAD54 branch,2,8,-8,/,-6,/,4,7

33	COc1cccc(C(=O)OCC(=O)N2CCc3ccccc3C2)c1
34	COc1c(C)cc(C(=O)C2CCCN(C(=O)c3ccc4cc[nH]c4c3)C2)cc1C (stereo not given)
35	Cc1ccc(OCC(=O)NNC(=O)C2CSC3(C)CCC(=O)N23)cc1C (stereo not given)
36	CC(/C=N/NC(=O)CSc1ccccn1)=C\c1ccc(C(C)C)cc1
37	O=S(=O)(c1cccs1)N1CCCCN2[C@H](CO)[C@@H](c3ccc(/C=C/c4ccccc4)cc3)[C@@H]2C1
38	C[C@@H]1CN([C@H](C)CO)S(=O)(=O)c2ccc(C#Cc3ccncc3)cc2O[C@@H]1CN(C)CC1CC1
39	CCCc1nc2cc(C)c(Br)c(C)n2c1Cc1ccc(OC)cc1C
40	Cc1ccc(C(=O)CCC(=O)Nc2ncccc2C)cc1

compound no.,33,34,35,36,37,38,39,40
RAD52 anneal inh,-9,-5,-1,-25,-10,12,-10,-24
DENV2 CPE,-3,-4,6,-15,0,13,4,3
XiGFP reactiv,0.0,0.2,0.2,0.0,0.0,0.9,-0.1,0.4
GSIS activator,13,-21,-12,-16,12,-6,-13,0
Casp6 inh,2,5,1,0,-1,1,-1,1
F508del corr,0.1,-2.1,-1.9,-2.3,-2.3,-1.2,0.0,0.5
E-sel inducer,0.1,-1.5,4.2,/,0.3,-0.2,1.2,-0.6
RAD54 branch,5,/,-3,/,11,-2,/,3

41	O=S(=O)(N[C@H]1CC[C@H](CCn2cc(-c3ccccn3)nn2)O[C@@H]1CO)c1cccc(F)c1
42	Cc1cccc(COC[C@H](Cc2ccccc2)N2CCN(C(=O)c3cc(Cl)cc(Cl)c3)CCC2=O)c1
43	COc1ccc(NC(=O)N(C)C[C@@H]2Oc3ccc(NC(=O)CCCCCC(=O)Nc4ccccc4N)cc3CC(=O)N([C@H](C)CO)C[C@H]2C)cc1
44	CCCNC(=O)C[C@@H]1C[C@@H]2c3cc(NC(=O)Nc4ccc(OC)cc4)ccc3O[C@@H]2[C@H](CO)O1
45	O=C(COC(=O)c1cc[n+]([O-])cc1)Nc1c(Cl)cccc1C(F)(F)F
46	O=C(CSc1nc(Nc2ccccc2)nc(N2CCOCC2)n1)Nc1ccc([N+](=O)[O-])cc1
47	CC(O)(c1cccnc1)c1nc(/C=C/c2ccccc2)cs1 (stereo not given)
48	O=C(OCC#CCSc1nc2ccccc2o1)c1ccco1

compound no.,41,42,43,44,45,46,47,48
RAD52 anneal inh,-1,-10,-11,3,-10,-11,-4,-10
DENV2 CPE,5,-10,-2,3,-1,3,14,/
XiGFP reactiv,-0.7,0.0,-1.3,-0.1,0.2,/,0.0,/
GSIS activator,16,-2,20,1,15,-32,-15,-14
Casp6 inh,3,-2,-1,-4,0,1,-1,4
F508del corr,-1.7,0.2,-2.0,-2.5,-1.3,1.9,-1.2,/
E-sel inducer,-0.7,-7.2,-1.8,0.0,/,/,0.1,/
RAD54 branch,-1,/,-7,-5,6,5,-6,-7

49	N#CC1(NC(=O)CSc2nncn2-c2ccccc2F)CCCC1
50	COc1ccccc1NC(=O)N(C)C[C@@H]1OCc2ccccc2-c2ccccc2C(=O)N([C@H](C)CO)C[C@@H]1C
51	CCn1c(COc2cccc(OC)c2)nnc1SCC(=O)NCC1CCCO1 (stereo not given)
52	O=S(=O)(c1ccc2[nH]c3c(c2c1)CCCC3)N1CCCCC1
53	COc1cc(/C=N/NC(=S)Nc2cccc(C(=O)O)c2)ccc1O
54	Cc1cc(C)cc(-n2nnnc2SCC(=O)Nc2cccc(NC(=O)c3ccco3)c2)c1
55	CCCCNC(=O)c1nc(C2CCN(S(=O)(=O)c3csc(C(=O)O)c3)CC2)oc1-c1ccccc1
56	COc1ccc(NC(=O)Nc2ccc3c(c2)C(=O)N([C@@H](C)CO)C[C@@H](C)[C@@H](CN(C)C(=O)Nc2ccc(C(F)(F)F)cc2)O3)cc1
57	COc1ccccc1CCc1nnc(CCC(=O)NC(C)Cc2cccc(C)n2)o1 (stereo not given)

compound no.,49,50,51,52,53,54,55,56,57
RAD52 anneal inh,-10,14,-6,-21,-9,-2,-8,2,-24
DENV2 CPE,-4,4,-1,-5,15,/,-18,?,-6
XiGFP reactiv,0.6,-0.2,0.0,0.0,-0.1,/,-0.1,0.4,-0.1
GSIS activator,-2,1,11,0,1,-5,-3,-16,-15
Casp6 inh,2,0,/,-1,6,1,-3,10,-1
F508del corr,0.1,-1.3,-2.5,-2.8,/,/,-4.5,3.3,-3.3
E-sel inducer,/,-0.1,/,/,-0.2,/,0.2,-2.1,/
RAD54 branch,-15,4,/,0,-8,0,-2,7,-9

# No enrichment for hits; 3.7% or so of the library scored in one or more.
